From PubChem
MOR-DOR inv ag: mu-delta opioid heterodimer inverse agonism. cell-based MOR-DOR heterodimer luminescence. inhibition, % at 9.3 µM. P35372+P41143. AID 504357. 0.21% of 340,000 active; in the data active = inhibition above about 22%, passing the limit was not always enough;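 also: 0% = cells with DMSO and 100% = wells without cells with DMSO; values of inactives mirror those of a sister screen read the other way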
MOR-DOR ag: agonists of human mu-delta opioid receptor heterodimerization; activation, % at 9.3 µM; 0.3% of 340,000 active; cells, OPRM1-OPRD1 heterodimerization, luminescence; in the data active = activation above about 18%;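 also: 0% = vehicle-treated cells and 100% = reference agonist; values of inactives mirror those of a sister screen read the other way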
PfHsp90 set2: reduces growth (ATP signal) of yeast expressing P. falciparum Hsp90; 0.32% of 310,000 active; AID 504621; inhibition, % at 9.4 µM; S. cerevisiae expressing PfHsp90, BacTiter-Glo ATP, 48 h; yeast lacking PDR1 and PDR3 efflux regulators;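 active = every replicate shows inhibition above about 80%, whatever the replicate mean, limit read from the data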;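 also: 0% = DMSO neutral controls and 100% = 20 µM radicicol positive controls; yeast relying on Plasmodium falciparum Hsp90 in place of its own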
AddAB inh: less growth of phage-infected E. coli with AddAB; E. coli expressing H. pylori AddAB, absorbance growth; 0.29% of 330,000 active; inhibition, % at 11.9 µM; in the data active = inhibition above about 12%;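 also: 0% = vehicle wells of infected cells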
Tat transport: blocks Tat-dependent protein export in E. coli | E. coli MC4100 TorA-mCherry Tat export, fluorescence | inhibition, % at 10 µM | 0.036% of 340,000 active | AID 488895;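 active = mean replicate inhibition at least 50% and at least half of replicates individually reaching 50%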;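 also: exported cargo escapes ClpAP degradation while cytoplasmic cargo is degraded and loses fluorescence; 0% = median of neutral control wells and 100% = median of NaSCN control wells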
PKA-R1A act: activators of PKA-R1A complex | P00514+P68181 | PKA-R1A dissociation, Cy5-IP20 fluorescence polarization; scaled: DMSO 0%, 113 µM cGMP 100% | activation, % at 11.4 µM | 0.083% of 340,000 active;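 active = percent activation above the mean of all tested compounds plus 3 SD, cut at about 19% in these data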;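 also: higher means more PKAc released from R1A so a rise in polarization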
Ecoli viability: reduces bacterial viability in AddAB counter-screen. E. coli V3065 growth, OD600 absorbance, 18 h. inhibition, % at 11.9 µM. 0.27% of 330,000 active. AID 449728;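 active = inhibition above the campaign's mean inhibition across all tested compounds plus 3 SD, cut at about 9.9% in these data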;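 also: uninfected addAB+ strain grown without phage in ampicillin broth; 0% = DMSO wells and 100% = ciprofloxacin 0.95 µg/ml wells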
PKA-R2B act: activators of human PKA-R2B complex | AID 504700 | PKA-R2B holoenzyme dissociation, Cy5-IP20 fluorescence polarization; R2B truncated from residue 108, S112A mutant; 0% DMSO only, 100% 113 µM cGMP | activation, % at 11.4 µM | P22694+P31323 | 0.079% of 340,000 active;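 active = activation above a cutoff set at the mean over all compounds plus 3 SD, cut at about 18% in these data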;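 also: higher means more holoenzyme dissociation and a rise in polarization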
Target sequence (P31323 whole entry, looked up, other chains not shown, the tested form may be a part): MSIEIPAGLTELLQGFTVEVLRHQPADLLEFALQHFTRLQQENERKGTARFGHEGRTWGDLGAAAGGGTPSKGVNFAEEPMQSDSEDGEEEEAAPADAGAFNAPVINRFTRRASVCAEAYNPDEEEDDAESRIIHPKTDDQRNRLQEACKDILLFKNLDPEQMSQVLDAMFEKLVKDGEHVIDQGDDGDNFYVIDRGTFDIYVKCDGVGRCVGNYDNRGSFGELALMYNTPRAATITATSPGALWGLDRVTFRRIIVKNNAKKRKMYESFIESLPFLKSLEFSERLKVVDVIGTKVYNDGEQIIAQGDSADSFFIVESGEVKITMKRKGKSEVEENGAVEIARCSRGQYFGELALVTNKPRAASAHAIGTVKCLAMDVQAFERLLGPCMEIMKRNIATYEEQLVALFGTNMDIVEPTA
HTR5A inv ctr: counter-screen for OPRM1-OPRD1 inverse agonists: human HTR5A inverse agonism; P47898; inhibition, % at 9.3 µM; 0.083% of 340,000 active; AID 504634; HTR5A cell line, luminescence; in the data active = inhibition mostly above about 23%, no sharp cut-off; inactive = mostly below about 18%;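 also: 0% = cells with DMSO and 100% = no-cell wells with DMSO; some compounds called inactive have numbers as strong as hits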
Target sequence (P47898 whole entry, looked up): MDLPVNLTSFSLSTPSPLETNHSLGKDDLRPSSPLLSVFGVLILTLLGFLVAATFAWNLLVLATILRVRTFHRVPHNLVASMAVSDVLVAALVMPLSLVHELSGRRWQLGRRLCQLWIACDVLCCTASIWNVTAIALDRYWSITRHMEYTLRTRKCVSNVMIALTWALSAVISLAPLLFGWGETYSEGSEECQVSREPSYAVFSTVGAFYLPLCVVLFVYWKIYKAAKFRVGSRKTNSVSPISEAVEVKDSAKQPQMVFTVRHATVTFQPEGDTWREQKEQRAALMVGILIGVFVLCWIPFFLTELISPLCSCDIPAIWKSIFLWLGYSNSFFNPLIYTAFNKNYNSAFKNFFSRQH
phage Ecoli inh: E. coli growth loss with phage present. growth absorbance. inhibition, % at 11.9 µM. 0.26% of 360,000 active. AID 651602; in the data active = inhibition above about 11%
Mot1-301 SUMO: inhibitors of SUMOylation pathway: yeast Mot1-301 growth rescue. AID 2716. 1% of 320,000 active. S. cerevisiae Mot1-301 growth rescue, ATP luminescence, 38.5C; percent above DMSO median, 100 means doubled. growth rescue, % at 18.8 µM;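 active = every valid replicate shows activation above 250% relative to neutral control wells; inactive = the rest, any valid replicate at or below 250%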;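 also: OY570 slx delta 5 strain wells were the positive control but not used for scaling; some compounds called inactive have numbers as strong as hits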
Starred values were filed as active, the others as inactive.

`CCCCOc1ccc(Cc2c(COCC)[nH]c(=S)[nH]c2=O)cc1` gave MOR-DOR inv ag 5, MOR-DOR ag -1.0, PfHsp90 set2 -9, AddAB inh 3.6, Tat transport -4, PKA-R1A act 0, Ecoli viability 1.0, PKA-R2B act 0, HTR5A inv ctr 2, phage Ecoli inh 3.5 and Mot1-301 SUMO -7.
For Cc1noc(C)c1C(=O)Nc1nc2ccc(F)cc2s1 the results were MOR-DOR inv ag 17, MOR-DOR ag -4.1, PfHsp90 set2 57, AddAB inh 1.1, Tat transport 1, PKA-R1A act 6, Ecoli viability 0.3, PKA-R2B act 0, HTR5A inv ctr -19, phage Ecoli inh -0.3 and Mot1-301 SUMO 51.
Screening CSc1ccc(C2C(C#N)=C(N)N(c3ccccc3)C3=C2C(=O)CCC3)cc1 (stereo unspecified) returned MOR-DOR inv ag -4, MOR-DOR ag 0.8, PfHsp90 set2 -9, AddAB inh 2.5, Tat transport 4, PKA-R1A act 7, Ecoli viability 0.6, PKA-R2B act -2, HTR5A inv ctr 12, phage Ecoli inh 5.1 and Mot1-301 SUMO 4.
Screening CCN1CCN(C(=O)Cn2nc(C)n3c(cc4c(OC)cccc43)c2=O)CC1 returned MOR-DOR inv ag 7, MOR-DOR ag -1.3, PfHsp90 set2 -8, AddAB inh 1.9, Tat transport -4, PKA-R1A act 4, Ecoli viability -0.4, PKA-R2B act -3, HTR5A inv ctr -3, phage Ecoli inh -0.2 and Mot1-301 SUMO -4.
Cn1c(=O)[nH]c(=O)c2c1nc(N1CCNCC1)n2Cc1cccc2ccccc12 was read as MOR-DOR inv ag 38*, MOR-DOR ag -6.8, PfHsp90 set2 -9, AddAB inh -1.6, Tat transport 2, PKA-R1A act -8, Ecoli viability -3.5, PKA-R2B act 5, HTR5A inv ctr 15, phage Ecoli inh 0.9 and Mot1-301 SUMO -10.
COC(=O)c1cc(NC(=O)C2(S(=O)(=O)c3ccc(C)cc3)CC2)cc(C(=O)OC)c1 was read as MOR-DOR inv ag 16, MOR-DOR ag -2.7, PfHsp90 set2 1, AddAB inh 5.0, Tat transport -3, PKA-R1A act -7, Ecoli viability 0.3, PKA-R2B act -3, HTR5A inv ctr 5, phage Ecoli inh 0.6 and Mot1-301 SUMO -7.
`CCN(CC)C(=O)C1CCC(CNS(=O)(=O)c2cccc3nsnc23)CC1` (stereo unspecified) gave MOR-DOR inv ag 14, MOR-DOR ag -2.8, PfHsp90 set2 8, AddAB inh 1.7, Tat transport 0, PKA-R1A act -6, Ecoli viability -4.5, PKA-R2B act -3, HTR5A inv ctr -8 and phage Ecoli inh 3.8.
Screening CCOC(=O)N1CCN(CC(=O)Nc2ccc(C)c(Br)c2)CC1 returned MOR-DOR inv ag 22, MOR-DOR ag -4.3, PfHsp90 set2 -17, AddAB inh 1.0, Tat transport 8, PKA-R1A act -10, Ecoli viability 2.3, PKA-R2B act -20, HTR5A inv ctr 14, phage Ecoli inh -2.9 and Mot1-301 SUMO -20.
`CCC(C(=O)NC1CCCC1)N(C(=O)Cn1nnc(-c2ccc(C)o2)n1)c1ccc(OC)cc1` (stereo unspecified) gave MOR-DOR inv ag 11, MOR-DOR ag -2.1, PfHsp90 set2 0, AddAB inh 2.4, Tat transport 3, PKA-R1A act 2, Ecoli viability -0.7, PKA-R2B act 2, HTR5A inv ctr -5, phage Ecoli inh 1.5 and Mot1-301 SUMO -8.
`CCOC(=O)c1ccc2nc(NC(NC(C)=O)(C(=O)OC)C(F)(F)F)sc2c1` (stereo unspecified) gave MOR-DOR inv ag 11, MOR-DOR ag -2.0, PfHsp90 set2 8, AddAB inh -1.4, Tat transport -11, PKA-R1A act -4, Ecoli viability -0.8, PKA-R2B act -2, HTR5A inv ctr 2, phage Ecoli inh 1.5 and Mot1-301 SUMO 73.
Cc1cccc(NC(=O)CC(C)(C)C)c1 was read as MOR-DOR inv ag -2, MOR-DOR ag 0.4, PfHsp90 set2 -8, AddAB inh 1.7, Tat transport -3, PKA-R1A act 7, Ecoli viability -1.4, PKA-R2B act -15, HTR5A inv ctr 16, phage Ecoli inh 0.7 and Mot1-301 SUMO 3.
Screening O=C(NC1=NCCS1)C1CCN(S(=O)(=O)c2ccccc2C(F)(F)F)CC1 returned MOR-DOR inv ag 13, MOR-DOR ag -3.5, PfHsp90 set2 8, AddAB inh -1.3, Tat transport -3, PKA-R1A act -3, Ecoli viability -2.3, PKA-R2B act 6, HTR5A inv ctr 1, phage Ecoli inh 1.0 and Mot1-301 SUMO -16.
CS(=O)(=O)N(CC(=O)Nc1ccccc1Br)Cc1ccccc1 was read as MOR-DOR inv ag 6, MOR-DOR ag -1.2, PfHsp90 set2 -16, AddAB inh 1.7, Tat transport 4, PKA-R1A act 3, Ecoli viability -1.4, PKA-R2B act 5, HTR5A inv ctr 9, phage Ecoli inh 2.6 and Mot1-301 SUMO 6.
COc1ccc(-c2cc(C(=O)Nc3nc4ccccc4s3)c3ccccc3n2)cc1OC was read as MOR-DOR inv ag 2, MOR-DOR ag -0.3, PfHsp90 set2 18, AddAB inh 0.5, Tat transport 4, PKA-R1A act -2, Ecoli viability 1.2, PKA-R2B act 1, HTR5A inv ctr 1, phage Ecoli inh 4.5 and Mot1-301 SUMO -3.
For CCN(C(=O)c1cc2cc3ccc(C)cc3nc2o1)c1ccc(OC)cc1 the results were MOR-DOR inv ag 8, MOR-DOR ag -1.3, PfHsp90 set2 1, AddAB inh 1.1, Tat transport 2, PKA-R1A act 1, Ecoli viability -0.6, PKA-R2B act -4, HTR5A inv ctr 11, phage Ecoli inh 1.6 and Mot1-301 SUMO 0.
Screening O=C(CSCc1ccc(F)cc1)Nc1ccc(F)cc1 returned MOR-DOR inv ag -6, MOR-DOR ag 1.2, PfHsp90 set2 -5, AddAB inh 3.7, Tat transport -3, PKA-R1A act -7, Ecoli viability -2.4, PKA-R2B act 2, HTR5A inv ctr 9, phage Ecoli inh 1.8 and Mot1-301 SUMO -8.
`O=C(CCc1nnc(CCCc2ccccc2)o1)NCC(F)(F)F` gave MOR-DOR inv ag -38, MOR-DOR ag 5.6, PfHsp90 set2 8, AddAB inh 1.4, Tat transport 0, PKA-R1A act -7, Ecoli viability 0.4, PKA-R2B act 5, HTR5A inv ctr -16, phage Ecoli inh 2.2 and Mot1-301 SUMO 88.
For CCN1C(=O)c2cccc3c(S(=O)(=O)NC(Cc4c[nH]c5ccccc45)C(=O)O)ccc1c23 (stereo unspecified) the results were MOR-DOR inv ag 14, MOR-DOR ag -3.4, PfHsp90 set2 12, AddAB inh 6.3, Tat transport -5, PKA-R1A act 9, Ecoli viability -2.1, PKA-R2B act -7, HTR5A inv ctr -20, phage Ecoli inh 1.3 and Mot1-301 SUMO 72.
O=C(O)C(c1ccccc1)N1C(=O)c2cccc3cccc(c23)C1=O (stereo unspecified) was read as MOR-DOR inv ag 14, MOR-DOR ag -2.8, PfHsp90 set2 -2, AddAB inh -1.3, Tat transport 6, PKA-R1A act -8, Ecoli viability -3.3, PKA-R2B act 2, HTR5A inv ctr 12, phage Ecoli inh -0.6 and Mot1-301 SUMO 8.
Screening Cn1c(=O)[nH]c(=O)c2c1nc(SCCO)n2Cc1ccccc1Cl returned MOR-DOR inv ag 3, MOR-DOR ag -0.7, PfHsp90 set2 13, AddAB inh 4.5, Tat transport -3, PKA-R1A act 2, Ecoli viability -0.2, PKA-R2B act -2, HTR5A inv ctr 1, phage Ecoli inh -2.1 and Mot1-301 SUMO -5.
For COc1cccc(C(C)NC(=S)NCc2ccc(F)cc2)c1 (stereo unspecified) the results were MOR-DOR inv ag 2, MOR-DOR ag -0.3, PfHsp90 set2 -8, AddAB inh -0.4, Tat transport 20, PKA-R1A act -18, Ecoli viability 1.1, PKA-R2B act -14, HTR5A inv ctr 3, phage Ecoli inh 4.4 and Mot1-301 SUMO 5.
Screening COc1cccc(/C=C2\SC(=O)NC2=O)c1OCc1ccc(C(=O)O)cc1 returned MOR-DOR inv ag 14, MOR-DOR ag -2.5, PfHsp90 set2 10, AddAB inh -0.5, Tat transport -5, PKA-R1A act 2, Ecoli viability 0.7, PKA-R2B act 5, HTR5A inv ctr 3, phage Ecoli inh 3.9 and Mot1-301 SUMO 14.
O=C1CN(C(=O)COC(=O)CCNS(=O)(=O)c2ccc(Cl)cc2)c2ccccc2N1 was read as MOR-DOR inv ag -2, MOR-DOR ag 0.5, PfHsp90 set2 0, AddAB inh 1.0, Tat transport 7, PKA-R1A act -4, Ecoli viability 1.5, PKA-R2B act -7, HTR5A inv ctr -13, phage Ecoli inh 3.7 and Mot1-301 SUMO 365*.
O=C(NCCCn1ccnc1)c1ccc(-c2cccc(C(F)(F)F)c2)o1 was read as MOR-DOR inv ag 11, MOR-DOR ag -2.7, PfHsp90 set2 -9, AddAB inh 1.7, Tat transport 21, PKA-R1A act -1, Ecoli viability 1.2, PKA-R2B act -5, HTR5A inv ctr -28, phage Ecoli inh 5.8 and Mot1-301 SUMO 27.
COCCCNCCCOc1ccc(C(C)(C)c2ccccc2)cc1 was read as MOR-DOR inv ag 1, MOR-DOR ag -0.1, PfHsp90 set2 -8, AddAB inh -1.0, Tat transport -1, PKA-R1A act -7, Ecoli viability -2.2, PKA-R2B act -5, HTR5A inv ctr -13, phage Ecoli inh -4.3 and Mot1-301 SUMO 7.
Screening CC(=O)n1c(C=Nc2ccc(Cl)cc2)c(O)c2ccccc21 returned MOR-DOR inv ag 19, MOR-DOR ag -3.5, PfHsp90 set2 -13, AddAB inh 1.8, Tat transport -1, PKA-R1A act 4, Ecoli viability -1.3, PKA-R2B act -15, HTR5A inv ctr -18, phage Ecoli inh 0.1 and Mot1-301 SUMO 102.
For Cc1cc(NC2C3CC4CC(C3)CC2C4)n2ncnc2n1 (stereo unspecified) the results were MOR-DOR inv ag -4, MOR-DOR ag 0.8, PfHsp90 set2 4, AddAB inh 1.8, Tat transport 4, PKA-R1A act -1, Ecoli viability 2.7, PKA-R2B act 4, HTR5A inv ctr -4, phage Ecoli inh 1.4 and Mot1-301 SUMO 30.
For CCS(=O)(=O)c1ccc2oc(Nc3ccc(C(C)(C)C)cc3)nc2c1 the results were MOR-DOR inv ag -16, MOR-DOR ag 3.6, PfHsp90 set2 34, AddAB inh 1.6, Tat transport -4, PKA-R1A act -12, Ecoli viability 0.8, PKA-R2B act -10, HTR5A inv ctr 8, phage Ecoli inh 3.2 and Mot1-301 SUMO -3.
COc1ccc(SCCN2CCN(CC(C)C)CCC2=O)cc1 was read as MOR-DOR inv ag 8, MOR-DOR ag -1.4, AddAB inh 1.4, Tat transport -13, PKA-R1A act 1, Ecoli viability -0.5, PKA-R2B act -9, HTR5A inv ctr -13, phage Ecoli inh 3.3 and Mot1-301 SUMO 46.
